Bioassay records from PubChem.
Yfh1-depleted yeast – mitochondrial function rescue without frataxin homolog – Friedreich's ataxia, plus single-dose screen, dose response (AID 1465) | S. cerevisiae Yfh1-off respiration, WST-1 reduction, 72 h; higher fold induction means a stronger effect | one-dose fold induction at 50 µM; EC50 in µM for titrated hits | 220,000 compounds, 0.074% hits;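 active = fold induction of absorbance versus untreated yeast above a set limit, then at least 30% activation at any dose in follow-up; inconclusive = repeats straddling the limit, or above it without dose testing; inactive = fold induction below the set limit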;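 also: activators that raise dye reduction in frataxin-depleted yeast; strong numbers were not always called active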
UTI89 phage lysis – inhibition of K1F phage lysis, E. coli UTI89, bacterial capsule biogenesis inhibitors, alamar blue (AID 488966). E. coli UTI89 K1F phage lysis, alamar blue, 2 h; higher % means a stronger effect. one-dose inhibition, % at 100 µM; IC50 in µM for titrated hits. 340,000 compounds, 0.02% hits;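 active = phage lysis inhibition, versus mean bacterial control, above a set limit; inconclusive = no clear call, values can overlap the other calls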;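 also: capsule biogenesis inhibitors block K1F phage lysis so surviving cells raise fluorescence; higher fluorescence means more inhibition of phage lysis; actives were called in the ten point dose series up to 300 µM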
West Nile antiviral – inhibition of WNV-induced cytopathic effect – cell-based, CPE readout (AID 1621); one-dose CPE inhibition, % at 10 µM; IC50 in µM for titrated hits; West Nile virus-infected cells, CPE inhibition; higher % means a stronger effect; 290,000 compounds, 0.02% hits; in the data active = a potency from the dose series; inconclusive = CPE inhibition mostly from about 3.7% at the one dose, without a potency; inactive = the rest, 99 in 100 with CPE inhibition below about 2.2%; also: strong numbers were not always called active
WT yeast gro inh – growth inhibition of WT yeast, mitochondrial fusion screen. mitochondrial fusion phenotypic screen, WT strain. inhibition, % at 10 µM. 190,000 compounds, 2.1% hits; in the data active = inhibition above about 58%; tested in S. cerevisiae
Dengue-2 NS5 capping – Dengue-2 NS5 methyltransferase inhibitors, primary screen, biochemical, confirmation dose response (AID 588689); Dengue-2 NS5 methyltransferase capping enzyme assay, biochemical; higher % means a stronger effect; one-dose inhibition, % at 25 µM; IC50 in µM for titrated hits; 340,000 compounds, 0.3% hits; in the data active = a potency from the dose series; inconclusive = inhibition above about 29% without an active follow-up result
SV40 large T antigen – SV40 large T antigen inhibitors, biochemical (AID 1903); SV40 large T antigen ATPase/helicase inhibition assay; higher % means a stronger effect; one-dose inhibition, % at 20 µM; IC50 in µM for titrated hits; 310,000 compounds, 0.39% hits; in the data active = a potency from the dose series; inconclusive = inhibition mostly from about 32% at the one dose, without a potency; inactive = the rest, 99 in 100 with inhibition below about 32%; also: strong numbers were not always called active
XIAP antagonists – XIAP antagonists, biochemical, IAP family, fluorescence polarization (AID 1018). displacement, % at 20 µM, or IC50 in µM where a hit was titrated. 200,000 compounds, 0.007% hits. XIAP BIR domain, fluorescence polarization peptide displacement; higher % means a stronger effect; in the data active = displacement above about 50%; also: a part of the inactive calls stands beside numbers as strong as those of hits
CSM14.1 death rescue – rescue of cells from ER stress-induced death, primary screen, 384-well, CSM14.1, thapsigargin, ATP luminescence (AID 1222); CSM14.1 thapsigargin-induced death rescue, ATP luminescence; higher % means a stronger effect; cellular ATP content (survival), % at 20 µM; hits with a dose series show EC50 in µM; 190,000 tested, under 10 active;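 active = EC50 below 50 µM in the dose-response confirmation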;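 also: death triggered by thapsigargin at about 15 µM added after 2 h compound pretreatment; cell ATP read after overnight thapsigargin exposure of roughly 18 to 22 hours; normalized against plate controls of thapsigargin alone and 5% DMSO vehicle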
RSV CPE inhibition – inhibition of RSV-induced cytopathic effect – HEp-2 cells, primary 10 µM value included (AID 2391). HEp-2 cells, RSV-induced CPE inhibition; higher % means a stronger effect. one-dose CPE inhibition, % at 10 µM; IC50 in µM for titrated hits. 310,000 compounds, 0.13% hits; in the data active = a potency from the dose series; inconclusive = CPE inhibition mostly from about 23% at the one dose, without a potency; inactive = the rest, 99 in 100 with CPE inhibition below about 21%; also: strong numbers were not always called active
WT yeast gro inh mutant strain – recorded beside WT yeast gro inh, whose call it bears; inhibition, %; mitochondrial fusion phenotypic screen, mutant strain inhibition
Dengue-2 NS5 capping pilot replicate – recorded beside Dengue-2 NS5 capping, whose call it bears; inhibition, %; measured here: pilot screen replicate inhibition
Active calls of the source: *; i = inactive; ? = inconclusive; / = no result given; & = joins results of further samples; [ ] = dose if it differs, or a comment.

SMILES | Yfh1-depleted yeast | UTI89 phage lysis | West Nile antiviral | WT yeast gro inh | WT yeast gro inh mutant strain | Dengue-2 NS5 capping | SV40 large T antigen | XIAP antagonists | CSM14.1 death rescue | RSV CPE inhibition | others
Nc1nc(Nc2cccc3ccccc23)nc(C2CCCC2=O)n1 (stereo not drawn) | / | / | / | 2 | 3 | / | 6% | -6.0% | 1.6% | 1.9%
O=C(Nc1ccc(Cl)cc1)NC1CCCc2ccccc21 (stereo not drawn) | i | 0.0% | -0.2% | -28 | -7 | -8% | 12% | -2.5% | -1.4% | 5.1%
O=C(Nc1cccc(C(=O)O)c1)/C(=C\c1ccccc1)NC(=O)c1ccccc1 | i | -0.2% | 0.6% | -8 | -1 | -3% | 3% | -4.9% | -1.0% | 0.9%
CCOc1cccc(/C(O)=C2/C(=O)C(=O)N(Cc3ccco3)C2c2ccncc2)c1 (stereo not drawn) | i | 1.4% | -0.2% | 4 | -13 | -4% | 6% | -3.9% | 0.2% | 2.1%
NS(=O)(=O)c1ccc(CCNc2nc(CN3CCCCC3)nc3sc4c(c23)CCC4)cc1 | i | 2.7% | -0.2% | -19 | 3 | -11% | 24% | -3.6% | -0.9% | -1.2%
O=S(=O)(c1ccc2c(c1)OCCO2)N1CCC(c2nc3ccc(Cl)cc3[nH]2)CC1 | i | 4.7% | 0.3% | 40 | -14 | -1% | -1% | -24% | 5.9% | 7.3%
COc1ccc(-n2c(-c3ccco3)n[nH]c2=S)cc1 | i | 0.4% | 0.4% | -4 | -1 | -8% | -1% | 0.6% | -1.7% | 0.4% | Dengue-2 NS5 capping pilot replicate=2.1
Cc1nc(N2CCOCC2)nc2c1CCCC2 | i | 0.7% | 0.9% | / | / | 0% | 10% | -6.3% | 3.9% | 0.1%
COc1ccc(N2CCN(C(=O)CCCOc3cc(=O)n(C)c4ccccc34)CC2)cc1 | i | 1.0% | 0.0% | -3 | -3 | 0% | 26% | 3.5% | -1.9% | 3.5%
O=C(O)C(c1ccccc1)C1(O)CCCC1 (stereo not drawn) | i | 3.8% | 0.2% | -1 | -5 | -4% | -2% | -1.4% | 1.2% | 3.2%
COC(=O)c1ccc(-c2ccc(C(c3c(C)[nH][nH]c3=O)c3c(C)[nH][nH]c3=O)o2)cc1 | i | -1.2% | 0.7% | 16 | -7 | >100µM* | 20% | 1.0% | -0.6% | 1.5%
S=C(Nc1ccc(Cl)cc1Cl)Nc1ccccc1Oc1ccccc1 | i | 0.8% | -0.1% | 6 | 11 | 3% | 2% | -0.8% | -1.1% | 2.0%
N#CCCCC#Cc1ccc2c(c1)COc1c3ccccc3nn1-2 | / | 2.9% | / | / | / | -4% | 4% | / | / | 13%
O=C(N=C1SC2CS(=O)(=O)CC2N1Cc1ccc(F)cc1)C1CCCO1 (stereo not drawn) | / | -0.1% | -0.4% | / | / | -7% | 9% | / | / | -0.7%
Cc1c(N=C2NC(=O)C(CC(=O)Nc3ccc(Cl)cc3)S2)c(=O)n(-c2ccccc2)n1C (stereo not drawn) | i | 0.4% | 0.3% | -14 | 1 | 6% | 0% | -3.2% | -3.3% | 2.2%
CC1CCCCN1C(=O)CSc1nc(N)cc(=O)[nH]1 (stereo not drawn) | i | 6.3% | 0.1% | -5 | -17 | 0% | 1% | -5.2% | 0.5% | 1.5%
CCOC(=O)c1c(C)nc(C)c(C(=O)OCC)c1-c1ccc(OC)cc1 | i | 3.5% | 1.1% | 21 | 34 | 1% | 6%&10% | -5.6% | -1.5% | -1.3%
CCCC(=O)NCCc1ccc(S(N)(=O)=O)cc1 | i | 5.6% | 0.2% | -11 | -1 | -3% | -1% | -4.3% | 0.2% | 1.8%
NC(=O)C1(N2CCCCC2)CCN(C(=O)c2cccn3c(=O)c4cc(Cl)ccc4nc23)CC1 | / | 1.5% | / | -5 | -23 | 2% | 5% | -7.5% | 1.2% | -1.6%
CC(=O)Nc1ccc(S(=O)(=O)NCc2ccc(C(=O)NC(C)c3ccccc3)cc2)cc1 (stereo not drawn) | i | 0.0% | 0.0% | -12 | -2 | -5% | -2% | -3.2% | 0.4% | -0.5%
Cc1cccc(NC(=S)NC(=O)/C=C/c2ccco2)c1 | i | 0.2% | 1.5% | 31 | 31 | -26% | 23% | -1.1% | -2.1% | 6.0%
Cc1ccc(N=Nc2ccc(N)cc2C)c(S(N)(=O)=O)c1 | i | 0.1% | -0.2% | / | / | 6% | 10% | / | / | 0.6%
Nc1ccc2nc(-c3cc(Cl)c(N)c(Cl)c3)[nH]c2c1 | i | -0.1% | 2.2% | 3 | 1 | -10% | ? | -3.5% | -6.3% | 3.2%
O=C(CN1C(=O)CC(c2ccco2)Sc2ccccc21)NCc1ccc2c(c1)OCO2 (stereo not drawn) | / | 2.8% | / | 7 | -7 | 3% | 9% | -1.8% | -0.4% | 0.3%
Cc1cccnc1NC(=O)CCCN1C(=O)c2ccccc2C1=O | i | 2.4% | -0.1% | 6 | -2 | -2% | 4% | -3.3% | / | 1.3%
COc1cc(CNCCc2ccccc2)ccc1OCC(=O)NC(C)(C)C | i | 0.0% | -0.4% | 12 | -19 | -2% | 3% | -6.0% | -2.1% | 0.0%
COc1cccc(C2c3[nH]c4ccccc4c3C[C@H]3C(=O)N(C4CC4)CC(=O)N23)c1 (stereo partly drawn) | / | 0.1% | -1.4% | / | / | -7% | 5% | / | / | 1.9%
COc1cc(NC(=O)NCc2ccncc2)cc(OC)c1OC | i | 3.5% | -0.4% | -7 | -15 | 1% | -3% | -6.8% | -0.3% | -0.8%
COc1cc(OC)cc(-n2nc(C(=O)N3CC(C)CC(C)C3)c3ccccc3c2=O)c1 (stereo not drawn) | i | 0.5% | -0.3% | 18 | -6 | 1% | 6% | -1.3% | 1.8% | -0.1%
O=C(N/N=C/c1ccncc1)c1cc2ccccc2o1 | i | 0.0% | 0.0% | -1 | 4 | -10% | 8% | -8.5% | -1.6% | 3.1%
COCCNc1ncnc2c1nc1n2CCCC1 | / | -0.7%[50 µM] | 0.8% | / | / | 2% | 4% | / | / | 0.6%
CCCCn1c(N)c(N(Cc2ccccc2OC)C(=O)c2sccc2C)c(=O)[nH]c1=O | / | -0.2%[50 µM] | / | / | / | -7% | 10% | / | / | -1.2%
Cc1nc([N+](=O)[O-])c(C(=O)OCc2ccc(C#N)cc2)n1C | i | -0.4% | 0.1% | 4 | -6 | -4% | 11% | -3.9% | 0.4% | 1.8%
CCCCCCC(=O)Nc1nc(C)c(-c2csc(Nc3cccc(OC)c3)n2)s1 | i | 1.4% | 0.1% | 46 | 30 | -6% | 12% | -4.7% | -0.9% | 36%
Cc1cccc(CSc2nc3ccncc3n2CC(=O)Nc2cc(C)cc(C)c2)c1 | i | 1.1% | -0.2% | -7 | -6 | -1% | 6% | -2.6% | -2.3% | 2.0%
COc1ccccc1N1CCN(C(=O)C(CC(C)C)NC(=O)C2CCCCC2)CC1 (stereo not drawn) | / | -0.3% | -0.4% | / | / | -7% | 20% | / | / | 0.0%
COc1ccc(CN=C2NC(=O)CC(C(=O)Nc3ccccc3C)S2)cc1 (stereo not drawn) | i | 0.0% | -0.6% | -13 | 2 | -15% | 4% | 1.2% | 0.8% | 1.4%
CN(Cc1ccccc1)S(=O)(=O)c1cccc(C(=O)O)c1 | i | -0.3% | 0.6% | -6 | 0 | 0% | 4% | -4.7% | -0.6% | -0.4%
O=C(Nc1ccncc1)Nc1cccc(Cl)c1 | / | 8.6%[50 µM] | -0.9% | / | / | -21% | 10% | / | / | 6.0%
O=C(NCc1ccccc1)c1nc2c(nnn2Cc2cccc(Cl)c2)c(=O)[nH]1 | i | -3.4% | -0.2% | -20 | 13 | 11% | 24% | -1.7% | -3.5% | 22%
CCC(C)NC(=O)[C@@H]1CSC2c3ccccc3C(=O)N21 (stereo partly drawn) | / | 0.1% | -0.7% | / | / | -2% | 9% | / | / | 2.0%
CC(=O)Nc1ccc(/C=C(\C#N)C(N)=O)cc1 | i | / | 0.2% | / | / | / | 13% | / | / | 1.9%
Cn1c(=O)[nH]c(=O)c2c1nc(CN1CCN(c3ccccc3F)CC1)n2CCc1ccccc1 | i | 0.8% | -0.5% | / | / | 0% | 15% | / | / | 3.4%
CCOc1ccc(NC(=O)CN(C)C(=O)c2cn(-c3ccccc3)nc2-c2cccs2)cc1OCC | / | 0.3% | -0.2% | / | / | 1% | 6% | / | / | 5.2%
COc1ccccc1Nc1nc(C)cc(C)c1C(N)=O | i | -3.4% | 0.1% | -5 | -24 | -3% | 0% | 0.4% | -1.0% | 1.5%

Continued, overlapping the part above by three compounds.
SMILES | Yfh1-depleted yeast | UTI89 phage lysis | West Nile antiviral | WT yeast gro inh | WT yeast gro inh mutant strain | Dengue-2 NS5 capping | SV40 large T antigen | XIAP antagonists | CSM14.1 death rescue | RSV CPE inhibition | others
Cn1c(=O)[nH]c(=O)c2c1nc(CN1CCN(c3ccccc3F)CC1)n2CCc1ccccc1 | i | 0.8% | -0.5% | / | / | 0% | 15% | / | / | 3.4%
CCOc1ccc(NC(=O)CN(C)C(=O)c2cn(-c3ccccc3)nc2-c2cccs2)cc1OCC | / | 0.3% | -0.2% | / | / | 1% | 6% | / | / | 5.2%
COc1ccccc1Nc1nc(C)cc(C)c1C(N)=O | i | -3.4% | 0.1% | -5 | -24 | -3% | 0% | 0.4% | -1.0% | 1.5%
Cc1nc(CN(C)Cc2nc(Cc3ccccc3Cl)no2)cs1 | i | -0.2% | 0.1% | 2 | -4 | -1% | 24% | -2.6% | 0.4% | 1.3%
Cc1ccc(Nc2nc3ccccc3c(=O)[nH]2)cc1C | i | -1.0% | -1.3% | 18 | 8 | -6% | 8% | -11% | -2.7% | 1.5%
COc1ccc(CC(=O)Nc2cccc(C(=O)NN3C(=O)c4ccccc4C3=O)c2C)cc1 | i | 0.1%[50 µM] | 0.4% | 5 | -10 | -4% | 1% | -9.4% | -1.3% | 2.5%
Cc1nnc(N(C)C(=O)c2ccc3c(c2)OCO3)s1 | i | 0.2% | 0.3% | -18 | -25 | 7% | 6% | 0.7% | -1.1% | 7.5%
CC1Cc2ccccc2N1CC(=O)Nc1ccc(N2CCOCC2)cc1 (stereo not drawn) | i | 0.0% | 0.7% | -15 | -11 | / | 27% | -3.3% | -0.5% | 0.8%
CC1CCCCN1C(=O)c1cc(Cl)ccc1[N+](=O)[O-] (stereo not drawn) | i | 3.5% | 0.0% | -12 | -16 | -5% | 12% | -8.9% | -6.1% | 0.0%
C/C(=N\NC(=O)c1cc(C)oc1C)c1ccc2ccccc2c1 | / | 1.6% | -0.5% | / | / | 4% | 0% | / | / | 5.8%
C=CCN1C(=O)N(c2ccc(F)cc2)C(=O)C1CC(=O)Nc1ccc(Cl)cc1 (stereo not drawn) | i | 0.1% | -1.1% | / | / | -15% | 18% | / | / | 6.0%
